Bioassay records (PubChem BioAssay)
LANA DNA inh: inhibitors of KSHV LANA C-terminal domain DNA binding | MBP-C-LANA/FAM-LBS DNA binding, fluorescence polarization | inhibition, % at 9 µM | 340,000 tested, 0.078% active;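 active means highest replicate inhibition at or above 60% at 9 µM, even if other replicates fall short; inactive means all replicates below 60% inhibition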;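 further: 0% = neutral control wells and 100% = 4 µM acridine orange control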
RTF Ca sens act: increases calcium sensitivity of human cardiac regulated thin filaments. P19429+P45379. 340,000 tested, 0.24% active. activation, % at 7.2 µM. IANBD-labeled TnC RTF fluorescence at EC20 calcium; 0% EC20 calcium, 100% full calcium;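 active means activation above the mean over all tested compounds plus 3 SD, cut at about 30% in these data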;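 further: rise in fluorescence read as greater calcium sensitivity of cardiac thin filaments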
CAL PDZ FP-1: blocks peptide binding to the human CAL PDZ domain. 300,000 tested, 0.92% active. AID 602252. purified CAL PDZ, TMR-peptide fluorescence polarization, 1 h. Q9HD26. inhibition, % at 24.9 µM;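 active means mean inhibition of at least 30% with at least half of replicates also reaching 30%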;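 further: 0% = DMSO neutral control and 100% = excess unlabeled competitor peptide PRC23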
Rtt109 Vps75: inhibitors of Candida albicans Rtt109/Vps75 histone acetyltransferase | 330,000 tested, 0.16% active | purified Rtt109/Vps75, ThioGlo CoA-SH fluorescence, 4 h | inhibition, % at 34.9 µM | Q5AAJ8 | AID 540336;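 active means inhibition of at least 50% in every replicate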
Target sequence (Q5AAJ8 whole entry, looked up): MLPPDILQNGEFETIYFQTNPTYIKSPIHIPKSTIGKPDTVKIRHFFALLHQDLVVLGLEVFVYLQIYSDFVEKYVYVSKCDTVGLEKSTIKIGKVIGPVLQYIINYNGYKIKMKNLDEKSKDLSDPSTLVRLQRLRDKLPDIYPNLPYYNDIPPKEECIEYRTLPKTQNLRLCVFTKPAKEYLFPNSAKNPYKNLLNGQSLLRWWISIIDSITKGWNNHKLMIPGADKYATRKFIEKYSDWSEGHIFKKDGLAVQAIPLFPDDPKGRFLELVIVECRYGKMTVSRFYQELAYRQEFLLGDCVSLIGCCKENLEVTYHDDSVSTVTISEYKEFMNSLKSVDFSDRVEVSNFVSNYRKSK
CAL PDZ FP-2: human CAL PDZ-peptide interaction inhibition | Q9HD26 | purified CAL PDZ, TMR-peptide fluorescence polarization, 1 h | inhibition, % at 20 µM | 330,000 tested, 0.02% active | AID 504414;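 active means highest replicate inhibition of at least 40%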;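 further: plate controls were DMSO neutral control wells for no effect and unlabeled competitor peptide control wells for full effect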
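Test system: purified CerCALP PDZ construct; Compound dosing: one concentration, 20 µM compound; Also added: TMR-labelled reporter peptide T*-PRC34 bound in PDZ groove; Read-out: inhibition from polarization loss; Controls: unlabelled peptide and DMSO controls; Signal: FP readout, S and P plane fluorescence; Incubation: 1 h at RT.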
SR-BI uptake up: activators of SR-BI mediated HDL lipid uptake. CHO ldlA[mSR-BI] cells, DiI-HDL uptake fluorescence, 3 h; 100 = double the neutral-control signal. activation, % at 12.5 µM. 320,000 tested, 0.096% active. AID 504775;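 active means mean replicate activation of at least 60% and every replicate at or above 60%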;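 further: 0% = median plate neutral-control signal and 100% = twice that signal; values of inactives mirror those of a sister screen read the other way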
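Test system: SR-BI-overexpressing, LDLR-lacking CHO cells; Also added: labelled HDL, 10 µg/mL; Measured by: bottom-read cell fluorescence after medium removal, ex 550/em 595 nm; Timing: 3 h uptake period with compound, 37 °C; Buffer or medium: F12, 0.5% BSA, 25 mM HEPES; Doses: single compound concentration, delivered by pin transfer.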
PKA-R2B activ: activates the human PKA-R2B holoenzyme complex; PKA-R2B holoenzyme dissociation, Cy5-IP20 fluorescence polarization; R2B truncated from residue 108, S112A mutant; 0% DMSO only, 100% 113 µM cGMP; activation, % at 11.4 µM; 340,000 tested, 0.079% active; AID 504700;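 active means activation above a cutoff set at the mean over all compounds plus 3 SD, cut at about 18% in these data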;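 further: higher means more holoenzyme dissociation and a rise in polarization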
Keap1 Nrf2 FP: Keap1-Nrf2 (human) interaction inhibition. Q14145. 340,000 tested, 0.15% active. Keap1 Kelch-Nrf2 peptide fluorescence polarization, 1536-well. inhibition, % at 9.4 µM; in the data active means inhibition above about 12%;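 further: human Keap1 Kelch domain with fluorescein labeled Nrf2 9mer peptide probe; 0% = neutral control wells and 100% = peptide positive control; higher means more block of Keap1 binding to Nrf2 peptide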
Cardiac RTF inh: cardiac RTF calcium desensitization. IANBD-labeled cardiac RTF, Ca2+ fluorescence. inhibition, % at 7.15 µM. 340,000 tested, 0.12% active. P19429+P45379;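 active means inhibition above the mean inhibition of all tested compounds plus 3 SD, cut at about 17% in these data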;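 further: assay run at fixed EC70 calcium of 1.6 mM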
DAGLB inhibitor: blocks human DAGLB lipase activity; 340,000 tested, 0.059% active; inhibition, % at 5.17 µM; Q8NCG7; HEK293T DAGLB membrane lysate, EnzChek fluorogenic substrate; in the data active means inhibition above about 34%;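 further: 0% = enzyme with vehicle and 100% = wells lacking enzyme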
Target sequence (Q8NCG7 whole entry, looked up): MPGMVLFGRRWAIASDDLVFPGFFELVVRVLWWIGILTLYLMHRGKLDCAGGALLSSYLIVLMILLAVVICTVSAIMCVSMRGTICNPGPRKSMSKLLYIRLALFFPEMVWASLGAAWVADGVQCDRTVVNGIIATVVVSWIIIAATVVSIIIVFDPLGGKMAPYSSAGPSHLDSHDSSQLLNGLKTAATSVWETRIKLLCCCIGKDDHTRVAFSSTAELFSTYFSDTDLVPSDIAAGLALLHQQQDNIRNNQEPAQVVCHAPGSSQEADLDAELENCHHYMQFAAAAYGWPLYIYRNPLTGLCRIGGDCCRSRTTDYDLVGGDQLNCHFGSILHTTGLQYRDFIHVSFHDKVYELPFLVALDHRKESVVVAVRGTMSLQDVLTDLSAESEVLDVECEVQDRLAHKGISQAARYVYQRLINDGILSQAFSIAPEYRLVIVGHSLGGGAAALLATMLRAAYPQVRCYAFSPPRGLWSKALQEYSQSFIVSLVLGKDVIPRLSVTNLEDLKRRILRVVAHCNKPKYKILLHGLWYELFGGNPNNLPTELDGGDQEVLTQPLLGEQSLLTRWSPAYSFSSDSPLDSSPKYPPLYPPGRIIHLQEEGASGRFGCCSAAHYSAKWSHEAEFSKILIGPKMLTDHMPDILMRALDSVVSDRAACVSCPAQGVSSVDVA
Numbers without * were called inactive; nt = not tested or not shown.

The first four records, ahead of the listing:
Under each structure – LANA DNA inh | RTF Ca sens act | CAL PDZ FP-1 | Rtt109 Vps75 | CAL PDZ FP-2 | SR-BI uptake up | PKA-R2B activ | Keap1 Nrf2 FP | Cardiac RTF inh | DAGLB inhibitor
O=C(O)c1cnn2cc(-c3[nH]ncc3[N+](=O)[O-])cnc12
→ -0.9 | -4 | -3 | 12 | -0.1 | -5 | -13 | -2 | 1 | -1
CCOC(=O)CSc1n[nH]c(NC(=O)c2cccc(C(F)(F)F)c2)n1
→ -0.7 | 2 | nt | -2 | -4.7 | 41 | -4 | -7 | -7 | -1
O=C(Nc1ccccc1)c1ccccc1N=Cc1cccc(O)c1
→ 0.1 | 0 | -2 | 4 | -1.0 | 1 | 3 | -3 | -7 | -4
CCC(=O)N1CCc2cc(S(=O)(=O)NCCC(=O)Nc3ccccc3C)ccc21
→ 1.9 | 8 | 1 | 5 | -2.7 | 1 | -3 | -4 | 6 | 0

Main list, from the first entry:
Under each structure – LANA DNA inh | RTF Ca sens act | CAL PDZ FP-1 | Rtt109 Vps75 | CAL PDZ FP-2 | SR-BI uptake up | PKA-R2B activ | Keap1 Nrf2 FP | Cardiac RTF inh | DAGLB inhibitor
O=C(O)c1cnn2cc(-c3[nH]ncc3[N+](=O)[O-])cnc12
→ -0.9 | -4 | -3 | 12 | -0.1 | -5 | -13 | -2 | 1 | -1
CCOC(=O)CSc1n[nH]c(NC(=O)c2cccc(C(F)(F)F)c2)n1
→ -0.7 | 2 | nt | -2 | -4.7 | 41 | -4 | -7 | -7 | -1
O=C(Nc1ccccc1)c1ccccc1N=Cc1cccc(O)c1
→ 0.1 | 0 | -2 | 4 | -1.0 | 1 | 3 | -3 | -7 | -4
CCC(=O)N1CCc2cc(S(=O)(=O)NCCC(=O)Nc3ccccc3C)ccc21
→ 1.9 | 8 | 1 | 5 | -2.7 | 1 | -3 | -4 | 6 | 0
O=C(NCC1CCCO1)C1CCCN(S(=O)(=O)c2ccc(Br)cc2)C1 (stereo not given)
→ 0.4 | 0 | 6 | -2 | 17 | 14 | -5 | -2 | -2 | 1
CN1CCN(NC(=O)CN2C(=O)/C(=C/c3ccccc3Cl)SC2=S)CC1
→ 0.8 | 1 | nt | 25 | -3.0 | -18 | 7 | -7 | -4 | -1
Cc1nc(-c2ccc(Cl)cc2)sc1C1(C)CC(c2ccc(OC(F)(F)F)cc2)=NO1 (stereo not given)
→ 2.2 | 3 | 0 | -9 | -0.1 | 2 | 3 | -7 | -10 | -11
Cc1cc(C(=O)CSc2nc(N)cc(N)n2)c(C)n1C1CC1
→ -0.8 | -2 | -3 | -10 | -0.6 | -48 | 3 | -1 | -1 | 1
C=CCOc1ccc(/C(O)=C2/C(=O)C(=O)N(CCCn3ccnc3)C2c2ccco2)cc1 (stereo not given)
→ 1.6 | -2 | 1 | -10 | -2.2 | 1 | -2 | 7 | 0 | 0
COc1ccc(C(=O)C2CCCN(C(=O)c3ccc4cc[nH]c4c3)C2)c(C)c1 (stereo not given)
→ -1.7 | 4 | -1 | 9 | -3.3 | nt | -6 | -3 | -7 | 2
Cc1ccc(CN2CCN(CC(=O)NC(C)c3ccc4c(c3)OCCO4)C2=O)cc1 (stereo not given)
→ 0.6 | 0 | -3 | 4 | 0.4 | 15 | 3 | -1 | -2 | -1
Cc1ccc(C2(c3noc(CN(C)CCO)n3)CCCC2)cc1
→ 1.2 | -4 | -1 | 5 | -3.7 | 7 | -1 | -3 | -2 | -3
O=C(CSc1nnc(-c2cnccn2)n1Cc1ccco1)c1ccccc1
→ 0.4 | -2 | nt | 8 | -0.4 | 14 | 5 | -2 | 0 | -1
O=C(Nc1cccc(F)c1)C1CCN(C(=O)c2ccccc2Cl)CC1
→ -1.3 | 0 | -2 | 3 | -1.4 | 3 | 1 | -3 | -22 | -2
NC(=O)Nc1ccc(C(=O)OCC(=O)NC2CCCCC2)cc1
→ 1.2 | -3 | -2 | -8 | -0.4 | 16 | 1 | -3 | 5 | 3
CCC1(C)Cc2c(sc3[nH]c(=S)[nH]c(=S)c23)CO1 (stereo not given)
→ 1.4 | -1 | -4 | 3 | -0.1 | 3 | -7 | 0 | 4 | 1
Cc1cc(C)cc(C(=O)N2CC(=O)Nc3ccccc32)c1
→ 0.0 | 1 | -7 | 7 | 0.0 | -70 | -1 | -6 | 0 | 0
O=C(NCCc1ccccc1)c1ccccc1SCC(=O)N1CCCC1
→ -0.3 | -1 | -2 | -7 | -2.4 | nt | -7 | -1 | -2 | -1
O=C(NCCOC(=O)c1ccc(Cl)c(S(=O)(=O)N2CCCCC2)c1)c1ccncc1
→ 0.4 | -7 | 3 | 22 | -1.3 | -14 | 8 | -1 | 0 | 1
Nc1ccccc1Oc1ccc2ccccc2c1
→ 0.4 | 4 | -1 | 11 | -2.1 | 4 | -8 | -4 | 1 | -3
Cc1cccc(-c2cnn(-c3ccccc3)c2N)c1
→ -1.7 | 1 | -6 | 0 | nt | -34 | 9 | -3 | -2 | -1
COc1cc(/C=N/NC(=O)c2ccc([N+](=O)[O-])cc2Cl)cc(Br)c1O
→ 1.8 | 1 | -1 | 0 | 1.0 | -5 | 2 | 2 | 3 | 5
CC1(C(=O)NCc2ccc(Cl)c(Cl)c2)Oc2cccnc2NC1=O (stereo not given)
→ 0.6 | 4 | 4 | 1 | 0.0 | 11 | 4 | 2 | 1 | 0
CSc1ccc2nnc(-c3cccc(F)c3)n2n1
→ 3.2 | 2 | 1 | -4 | -1.9 | 3 | -17 | -2 | -2 | 1
CC1CCC2(CC1)NC(=O)N(CC(=O)N1CCN(S(=O)(=O)c3ccccc3)CC1)C2=O (stereo not given)
→ -1.1 | 3 | nt | -2 | -0.7 | 22 | 8 | 5 | -6 | 4
CN(C)CCCNc1cc(C(C)(C)C)nc2c(-c3ccccc3)cnn12
→ 1.3 | 4 | nt | -1 | 0.7 | -6 | -6 | -5 | -2 | 5
CCC(C)(C)NC(=O)C(c1ccco1)N(C(=O)c1csnn1)c1cccc(F)c1 (stereo not given)
→ 6.4 | -1 | -3 | 7 | -2.8 | nt | -6 | -1 | -4 | 0
CC1(C)C[C@H]2C3=CCC4[C@@]5(C)CC[C@H](O[C@@H]6O[C@H](C(=O)O)[C@@H](O)[C@H](O)[C@H]6O)[C@@](C)(CO)C5CC[C@@]4(C)[C@]3(C)C[C@H](O)[C@@]2(CO)[C@@H](O)[C@@H]1O (stereo not given in full)
→ 1.0 | 4 | -3 | -1 | -0.9 | 4 | -4 | -4 | -13 | 0
CCN(c1ccccc1)S(=O)(=O)c1cccc(C(=O)NCCN2CCOCC2)c1
→ -0.5 | 4 | -3 | 3 | 0.1 | 5 | -3 | 1 | -4 | -2
CCOc1ccc(C(C)=O)cc1COc1ccc(-n2cnnn2)cc1
→ -1.3 | -2 | 1 | -7 | -2.8 | nt | -5 | -4 | 2 | 5
CCC(=O)Nc1cc(OC)cc(OC)c1
→ 1.0 | 8 | -3 | -5 | 1.1 | 16 | 3 | -7 | -2 | 0
O=C(Oc1cccc(F)c1)c1ccc2c(=O)n3c(nc2c1)CCC3
→ -1.4 | 11 | -8 | 0 | 0.2 | 5 | 5 | -5 | 4 | -2
CCc1nn(C(C)C(=O)N2CCN(c3ccc(OC)cc3)CC2)c(=O)c2cc3occc3n12 (stereo not given)
→ -1.9 | -4 | -2 | 27 | -1.8 | -42 | -6 | -2 | 1 | -1
Cc1cc(C(=O)N2C(C)CCCC2C)no1 (stereo not given)
→ -0.3 | -5 | 1 | -1 | 0.7 | -4 | 0 | -6 | -8 | -2
CCOc1cc(CNCCCN2CCOCC2)ccc1OCC(=O)Nc1cccc2ccccc12
→ 2.5 | 5 | nt | 18 | -3.3 | 22 | -6 | -1 | 0 | -2
Cc1ncsc1CCC(=O)N1CCCC(C(=O)c2ccc3c(c2)OCO3)C1 (stereo not given)
→ 1.2 | 5 | -3 | 3 | 0.0 | 3 | -2 | 1 | -10 | 0
CCC(C)NC(=O)C1c2ccccc2C(=O)N1Cc1ccc(OC)cc1OC (stereo not given)
→ -3.0 | 6 | -3 | 23 | -4.1 | -14 | 2 | -1 | -9 | -1
CC(C)(C)c1ccc(C(=O)CCC(=O)NCc2ccccc2)cc1
→ -1.4 | -6 | -1 | -1 | -0.7 | 9 | -7 | -1 | -5 | -8
COc1ccc(NC(=S)N2CCCC2c2ccc(OC)c(OC)c2)cc1 (stereo not given)
→ -1.8 | 3 | 6 | 5 | -3.6 | nt | -10 | -6 | -10 | 1
CCc1nnc(NC(=O)CN2C(=O)c3ccccc3S2(=O)=O)s1
→ -1.0 | 7 | 9 | 2 | 0.1 | 3 | -4 | 6 | -3 | 6
Cc1cc(C)c2nc(C)cc(Nc3ccc(C(=O)NCCO)cc3)c2c1
→ -1.9 | 6 | -5 | 2 | -3.2 | -9 | -8 | -10 | -4 | 5
O=C1CCCC(=O)N1c1ccc(NCCOCCO)c([N+](=O)[O-])c1
→ -1.5 | 0 | -1 | -3 | -2.2 | -3 | 5 | -7 | -4 | 3
Cc1nc(NC(=O)CSc2nncs2)c(Cl)cc1Cl
→ 1.1 | 2 | -2 | 15 | 0.5 | 8 | 3 | 0 | -3 | 1
CCCCC1=NN(C(=O)c2cocc2C)C(O)(C(F)(F)F)C1 (stereo not given)
→ 0.7 | 0 | -1 | -9 | -0.2 | -13 | 7 | 0 | 0 | -1
O=C(c1ccc(Cn2cc(Cl)cn2)cc1)N1CCN(c2ccccc2)CC1
→ -0.3 | 1 | -3 | 5 | -3.2 | 9 | -4 | -1 | 7 | -3
Cc1cc[n+](-c2[nH]c(=O)sc2/C=N/N=C(\[O-])c2ccccc2)cc1C
→ 62* | 55* | 2 | 18 | nt | -20 | 10 | 43* | -60 | -9
COc1ccc(NS(=O)(=O)c2ccc(N3CCOCC3)c(NC(=O)C(C)C)c2)cc1
→ 0.2 | -4 | 0 | -2 | -0.4 | -2 | 2 | -4 | -2 | 1
CCC(CO)Oc1cc(NC(=O)c2ccc(F)cc2)c2ncn(C(C)C)c2c1 (stereo not given)
→ -0.2 | 6 | -2 | -4 | -0.6 | -41 | 5 | 1 | -3 | -1
O=C(O)Cc1c(-c2ccccc2)c2cc(Cl)ccc2[nH]c1=O
→ -0.9 | -2 | -2 | nt | -3.2 | 30 | -20 | -2 | 0 | 1
O=C1OCCC1Sc1nc2ccccc2s1 (stereo not given)
→ -0.7 | 7 | -1 | -1 | 0.3 | 5 | -5 | 1 | -6 | -1

Rows were taken by chance; overall some 1.6% were active at least once.
